# CHOP inh = blocks CHOP induction under ER stress. CHO-K1 CHOP-promoter luciferase, tunicamycin-induced, 15-18 h. inhibition, % at 10 µM. actives 3.8% (n = 220,000). AID 2732;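 active means compounds that reduced the stress-induced luciferase reporter signal by more than about 70% of percent inhibition, limit read from the data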;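 further: 0% = tunicamycin plus vehicle and 100% = wells without tunicamycin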
# S1P4 ag = human S1P4 receptor agonism. activation, % at 4.98 µM. S1P4-expressing cell line, agonist reporter assay. AID 1509. actives 0.35% (n = 220,000); in the data active means activation above about 11%;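 further: 0% = DMSO vehicle and 100% = reference agonist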
# NPY-Y2 PAM-ag = human NPY-Y2 potentiation or agonism, primary screen | cells expressing NPY-Y2, potentiator/agonist read-out | activation, % at 3.6 µM | actives 0.45% (n = 220,000); in the data active means activation above about 27%;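 further: cells stimulated with NPY near EC25 plus isoproterenol at EC100; 0% = vehicle plus submaximal agonist and 100% = vehicle plus saturating agonist; some results beyond the cut were filed as inactive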
# EP2 mod = EP2 receptor (human) modulation | actives 0.83% (n = 260,000) | AID 940 | P43116 | EP2-expressing cells, cAMP HTRF FRET, PGE2 co-stimulation | induction, % at 25 µM;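 active means compounds whose cAMP rise, as percent of the full-agonist control response, exceeds 60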;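 further: rat C6 glioma line stably carrying human EP2 under a CMV promoter; the protocol text gives 20 µM as final concentration; 100% = response of wells given 1 µM PGE2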
# Target sequence (P43116 whole entry, looked up): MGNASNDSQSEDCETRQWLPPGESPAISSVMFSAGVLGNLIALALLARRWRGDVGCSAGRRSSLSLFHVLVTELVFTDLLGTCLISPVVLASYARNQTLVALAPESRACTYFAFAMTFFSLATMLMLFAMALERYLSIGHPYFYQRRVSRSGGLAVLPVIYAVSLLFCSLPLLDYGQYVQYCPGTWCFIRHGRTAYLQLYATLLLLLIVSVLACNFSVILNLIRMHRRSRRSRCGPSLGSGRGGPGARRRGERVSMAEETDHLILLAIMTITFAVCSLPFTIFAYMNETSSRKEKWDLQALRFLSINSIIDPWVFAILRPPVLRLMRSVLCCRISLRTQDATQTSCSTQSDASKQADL
# S1P4 antag = blocks the human S1P4 receptor; O95977; S1P4-expressing cells, antagonist mode, reporter read-out; inhibition, % at 4.98 µM; actives 0.26% (n = 220,000); AID 1510; in the data active means inhibition above about 29%;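 further: 0% = wells stimulated with agonist and 100% = vehicle wells without agonist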
# TRPML3 agonist = human mucolipin-3 channel agonism; AID 1448; Q8TDD5; actives 0.29% (n = 220,000); HEK293 TRPML3-YFP, Fluo-8 calcium fluorescence; 100% = the carbachol control signal; activation, % at 3 µM;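 active means activation above its plate's cutoff, the mean activation of the plate's test wells plus 3 SD, cut at about 12% in these data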;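 further: 0% = DMSO only wells and 100% = carbachol wells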
# Target sequence (Q8TDD5 whole entry, looked up): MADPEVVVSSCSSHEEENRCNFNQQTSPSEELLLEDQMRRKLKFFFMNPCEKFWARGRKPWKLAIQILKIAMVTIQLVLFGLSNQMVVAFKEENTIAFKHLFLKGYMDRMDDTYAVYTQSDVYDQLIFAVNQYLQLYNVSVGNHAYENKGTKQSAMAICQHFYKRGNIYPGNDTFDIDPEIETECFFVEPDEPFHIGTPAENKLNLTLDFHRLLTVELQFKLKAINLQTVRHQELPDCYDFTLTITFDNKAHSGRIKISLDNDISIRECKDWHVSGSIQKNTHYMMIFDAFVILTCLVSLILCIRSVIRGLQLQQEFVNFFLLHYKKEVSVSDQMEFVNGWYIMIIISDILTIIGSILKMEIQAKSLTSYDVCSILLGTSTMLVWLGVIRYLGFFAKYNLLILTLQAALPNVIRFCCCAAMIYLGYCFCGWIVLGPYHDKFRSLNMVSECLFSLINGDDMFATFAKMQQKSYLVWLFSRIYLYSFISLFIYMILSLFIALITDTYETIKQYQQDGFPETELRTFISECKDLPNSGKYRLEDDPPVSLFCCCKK
#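 system = HEK293 cells stably carrying human TRPML3-YFP | doses = one concentration, 3 µM nominal, 0.3% DMSO | timing = dye loading 1 h 37 °C then 30 min ambient, 125 s read | detection = Fluo-8 calcium dye fluorescence, ex 470-495, em 515-575 nm | benchmarks = high control carbachol 87 µM, low control DMSO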
# NPY1 pot ag = potentiators or agonists of human neuropeptide Y receptor Y1; AID 1304; P25929; NPY-Y1 expressing cells, potentiator/agonist activation; actives 0.37% (n = 220,000); activation, % at 3.6 µM; in the data active means activation above about 33%, passing the limit was not always enough;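 further: cells stimulated with NPY at EC10 then isoproterenol at EC100; 0% = low agonist plus stimulus and 100% = saturating agonist plus stimulus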
# zfTRPN1 agonist = agonists of zebrafish TRPN1 channel | HEK293 zebrafish TRPN1-YFP, Fluo-8 calcium fluorescence; 100% = response to 87 µM carbachol | activation, % at 3 µM | actives 0.18% (n = 220,000);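 active means activation above its plate's cutoff, the mean activation of test wells on that plate plus 3 SD, cut at about 19% in these data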;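 further: 0% = DMSO alone and 100% = 87 µM carbachol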
#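 Assay system: Zebrafish TRPN1-YFP in HEK293 cells | Incubation: Dye loading 1 h at 37 °C, then 30 min room temperature | Measured by: Kinetic Fluo-8 fluorescence, ex 470-495, em 515-575 nm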
# NPY Y1 blocker = antagonists of human neuropeptide Y receptor Y1. inhibition, % at 3.6 µM. P25929. actives 1% (n = 200,000). HEK293-CNG Y1 cells, membrane potential fluorescence; NPY at EC95, then isoproterenol;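 active means inhibition above the campaign mean inhibition of all tested compounds plus 3 SD, cut at about 20% in these data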;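 further: 0% = DMSO wells given NPY plus isoproterenol and 100% = isoproterenol alone without NPY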
#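 Material: HEK293 cells with Y1 receptor plus CNG channel; times: compound incubation 1 h at room temperature, readout 45 min post-stimulation; signal: fluorescence, membrane potential probe; read-out basis: fluorescence ratio normalized to % inhibition between controls; benchmarks: full-block control isoproterenol-only wells, zero-block control NPY plus isoproterenol wells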
# Starred values were filed as active, the others as inactive; · = not tested or not shown; & = joins results of further samples.
Structure	zfTRPN1 agonist	NPY-Y2 PAM-ag	EP2 mod	TRPML3 agonist	NPY Y1 blocker	S1P4 antag	CHOP inh	NPY1 pot ag	S1P4 ag
O=C(CCc1ccccc1)Nc1nc2n(n1)C(c1ccc(Cl)cc1)CC(=O)N2 (stereo not drawn)	0.2	-18	1	-0.8	-1	21	25	3	0.8
CC(C)(C)c1cnnn1-c1ccc(C(=O)CCl)cc1	0.3	0	-8	0.5	0	-11	111*	7	3.4
Cc1nn(C)cc1/C=N/NC(=O)Cn1cncn1	1.0	-4	13	0.6	·	10	1	12	-3.2
CCc1ccc(/C=C2\SC(=S)N(CCC(=O)N3CCN(C)CC3)C2=O)cc1	-0.1	3	16	1.1	2	-4	-6	-4	0.9
NNC(=O)[C@@H]1C[C@@H]1c1ccccc1	-1.7	2	-12	-0.3	1	-28	49	-21	-0.1
O=[N+]([O-])c1ccccc1S(=O)(=O)N1CCN(Cc2cc3c(cc2O)OCO3)CC1	4.5	-16	-46	1.7	1	-24	15	-27	-0.3
Cc1cccc(NC2=NCC(=O)N2Cc2ccccc2)c1	-1.1	10	8	-0.2	-2	-20	57	-5	-0.1
CCOc1nc(-c2ccccc2Cl)nc2ccccc12	-2.3	-25	28	-0.2	·	7	1	3	0.5
CCOC(=O)c1c(C)[nH]c(C(=O)N/N=C\c2ccccc2Cl)c1C	1.5	-22	-23	0.2	20	-6	49	-12	-0.6
O=C(NCCCN1CCOCC1)c1ccco1	0.7	6	-2	0.0	-5	-16	-4	-12	-0.8
Cc1ccc(NS(=O)(=O)c2ccc(CCC(=O)NCc3ccccn3)cc2)cc1	0.1	4	11	1.2	-1	-10	17	-2	-0.7
COc1ccccc1CCc1nnc(CCC(=O)NCC(C)Oc2cccnc2)o1 (stereo not drawn)	0.3	-20	2	0.3	-3	-7	10	-9	8.7
O=C(COC(=O)CCc1nc2ccccc2s1)NC(=O)NCc1ccco1	-2.4	1	-4	-0.2	2	1	25	-16	17*
Cc1nnc(SCc2nc3ccccc3s2)n1-c1ccccc1	1.8	11	7	0.0	-3	-7	-19	6	0.0
O=C(NC1CCCC1)C(c1ccccc1)N(C(=O)c1ccno1)c1cccnc1 (stereo not drawn)	-0.5	-4	42	0.4	3	-19	-7	1	-0.1
O=C(N/N=C/c1ccc([N+](=O)[O-])s1)c1ccncc1	1.7	18	10	1.3	1	-18	-28	-3	0.0
O=C(Nc1ccc(O)cc1)c1c(O)c2c([nH]c1=O)CCCC2	1.4	3	-29	0.5	-8	15	-35	0	0.6
Cc1nc2nc(SCc3nc4ccccc4[nH]3)[nH]c2cc1Br	-0.3	-61	-28	-0.7	·	-1	-1	-58	-1.3
O=C(CSC1=NCCS1)NC1CCCC1	-1.7	8	16	0.0	4	-3	4	12	-0.2
CN(C)CC(O)COC(c1ccccc1)c1ccccc1 (stereo not drawn)	-0.3	-25	-18	0.5	1	11	-4	0	0.4
Cc1ccc(C(C(=O)NC(C)(C)C)N(Cc2cccnc2)C(=O)C(=O)NC2CCCCC2)o1 (stereo not drawn)	0.2	-5	5	0.5	1	-11	15	-6	-0.4
Cc1cc(C)cc(OCC(=O)Nc2ccc(N3CCN(C(=O)c4ccco4)CC3)cc2)c1	3.8	-2	3	-0.5	-1	-11	22	16	-1.1
COc1ccc(NC(=O)N[C@@H](CCSC)C(=O)O)cc1OC	0.8	12	2	0.7	·	8	1	2	-1.1
N#CC1=C(S)N(c2ccccc2)C(c2ccc(-c3cccc(Cl)c3)o2)NC1=O (stereo not drawn)	2.6	-13	7	0.5	-2	-20	-3	-30	-2.8
COC(=O)c1nnn(-c2nonc2N)c1CSc1nc2ccccc2s1	-2.4	-11	-9	0.9	2	-10	39	4	-0.7
COCCSc1nnc(-c2cnccn2)o1	0.9	8	16	0.1	0	3	0	5	0.2
C=CCOC(=O)C(C#N)c1nc2ccccc2nc1N1CCC(C(=O)OCC)CC1 (stereo not drawn)	0.5	4	-2	0.5	2	-14	31	-12	-0.6
CC(=O)Nc1ncc(Cc2cccc(Cl)c2)s1	-0.7	6	24	-0.9	5	6	-4	-1	-1.6
Cc1ccc(NC(=S)N2CCCCC2)cc1C	0.7	-16	10	1.0	·	-3	-33	-10	-0.4
COc1ccc(-c2cn(-c3ccccc3)c3[n+]2CCS3)cc1	-0.1&-0.1	6&10	-31&-7	1.1&0.8	0&-1	-8&-11	2&-11	12&-9	-0.5&0.2
CCn1c2ccccc2c2cc(NC(=O)COC(=O)c3cccc(S(=O)(=O)NC)c3)ccc21	-1.5	26	-24	-0.6	-2	-5	-14	-4	-1.2
CC(C)(C)c1ccc(C(=O)N2CCCN(C(=O)c3ccc(C(C)(C)C)cc3)CC2)cc1	0.4	-8	5	1.5	3	-10	7	-14	-1.7
Cc1ccc(CSc2nnc(-c3ccco3)n2N)cc1	0.0	-2	-10	0.0	0	-1	-16	-8	0.2
COc1cc(Cl)c(C)cc1NC(=O)COC(=O)c1cc[n+]([O-])cc1	0.0	3	22	0.1	-7	0	5	1	2.4
CCOc1ccccc1C1CC(c2cccc(NS(C)(=O)=O)c2)=NN1C(=O)c1ccccc1 (stereo not drawn)	-0.3	-9	9	-0.2	5	-14	-3	-6	0.9
Cc1ccnc(NC(=O)CCCOc2cc(=O)n(C)c3ccccc23)c1	-0.5	-10	4	-1.5	2	-24	·	6	2.8
Cc1ccc(Nc2c3c(nc4ncnn24)CCC3)cc1	-2.3	8	12	-0.1	3	-22	20	-7	1.6
COCC1CCN(Cc2cn(C)nc2-c2cccc(Cl)c2)C1 (stereo not drawn)	0.3	2	15	0.3	5	-6	10	8	-0.4
COc1cccc(-c2nc(CS(=O)CC(=O)NCc3ccc4c(c3)OCO4)c(C)o2)c1 (stereo not drawn)	0.1	-11	1	0.0	3	-18	17	-13	-0.8
CCOC(=O)N1CCN(C(=O)c2c(O)c3cccc4c3n(c2=O)CC4)CC1	0.7	13	11	0.4	-4	8	-20	16	0.0
O=S(CCc1ccncc1)Cc1ccccc1 (stereo not drawn)	0.6	22	12	-0.2	1	1	-48	2	-1.3
CC(=O)C1=NN(c2ccccc2)C2(S1)S/C(=C\c1ccccc1)C(=O)N2c1ccccc1 (stereo not drawn)	1.7	-3	-49	0.5	12	-20	-4	-7	2.0
CNC(=O)c1ccc(Nc2nnc(C)c3ccccc23)cc1	-1.3	-5	-5	0.1	-2	0	-3	-8	-0.5
CC(C)CC(=O)N[C@H](C(=O)N[C@H](C(=O)N[C@@H](CC(C)C)[C@@H](O)CC(=O)N[C@@H](C)C(=O)N[C@@H](CC(C)C)[C@@H](O)CC(=O)O)C(C)C)C(C)C	1.9	8	21	1.0	0	-8	9	2	-0.2
CC1=CC(C)(C)[N+](C)(C)c2ccccc21	-0.3	1	5	-0.1	3	-25	-2	-5	0.7
O=C(/C=C/c1ccc(Cl)cc1)N(Cc1cccs1)C1CCS(=O)(=O)C1 (stereo not drawn)	-1.4	-15	-4	0.1	·	-1	13	5	-0.4
C=CC#CC1(O)CC(C)[N+](C)(C)CC1C (stereo not drawn)	0.8	5	6	1.0	3	-9	-4	14	0.2
O=C1NC(CCc2ccccc2)C(=O)N1CCOc1cccc(Br)c1 (stereo not drawn)	0.4	-31	-52	0.5	10	-4	0	-38	-1.8
CN(C)c1ncc(/C=C2/C(=O)NC(=S)N(C3CCCCC3)C2=O)cn1	1.3	13	-33	0.8	0	-5	1	15	0.7
COc1ccccc1/C=N/NC(=S)NCc1ccco1	-3.7	-26	21	-0.6	·	16	-27	-35	-1.2

# Continued:
Structure	zfTRPN1 agonist	NPY-Y2 PAM-ag	EP2 mod	TRPML3 agonist	NPY Y1 blocker	S1P4 antag	CHOP inh	NPY1 pot ag	S1P4 ag
CCCC1C(c2ccc(OC)cc2)C(C#N)(C#N)C2(C#N)CC1(N)NC2=O (stereo not drawn)	0.9	16	20	0.2	-8	-30	-1	-2	1.2
Cn1c(SCC(=O)N2CCCc3ccccc32)nnc1-c1ccccc1	0.0	4	-6	0.1	7	-16	18	9	2.5
CC1=NN(c2ccccc2)C(=O)C1(C)C	-0.3	4	20	0.6	-1	-4	17	6	0.0
COc1ccc(CNc2nc3c(c(C(F)(F)F)n2)CCCCC3)cc1	0.2	-2	40	0.5	17	-5	90*	-3	-0.6
CCCCNC(=O)c1onc(CSc2cccc(OCC)c2)c1C(=O)O	-0.6	-30	14	0.0	22*	-22	-2	-46	0.1
Cn1c(NNC(=O)c2ccc(C(C)(C)C)cc2)cc(=O)n(C)c1=O	0.2	-1	17	0.3	-2	-1	-4	3	-0.8
CCOC(=O)N1CCN(C(c2ccccc2)c2sc3nc(C)nn3c2O)CC1 (stereo not drawn)	0.5	-1	8	-0.2	-2	1	6	18	0.6
CC1CC(C)CN(C(=O)C(NS(=O)(=O)c2ccc(Br)s2)c2ccccc2)C1 (stereo not drawn)	-0.8	-5	54	0.4	5	-6	43	16	-0.7
O=C(N1CCOCC1)N1CCN(c2ccccn2)CC1	0.6	-3	-29	0.5	-5	-10	-1	-15	0.8
Nc1cccc(C(=O)N/N=C/c2ccsc2)c1	-0.2	3	-5	0.3	11	-39	-20	3	3.3
CC(C)OCCCNC(=O)c1ccc(N(C)S(C)(=O)=O)cc1	-0.3	5	29	1.2	2	2	34	14	-0.6
CC(C#N)Sc1nc2ccccc2c(=O)n1-c1ccccc1 (stereo not drawn)	-0.5	4	28	-0.7	1	-15	-14	4	0.4
COc1ccccc1-c1nnc(SCC(=O)Nc2ccc(Cl)cc2Cl)o1	1.7	-5	-1	1.0	-2	-2	29	-7	-0.9
CCN1C(=O)[C@H]2[C@H]3[C@H](O)[C@H](O)C/C(=N\O[C@H](C)c4cn([C@H](CO)Cc5ccccc5)nn4)[C@@H]3CC[C@H]2C1=O	2.5	12	7	1.3	-3	7	21	-26	1.3
COc1cccc2c(N/N=C/c3ccco3)cc(C)nc12	-0.9	-2	26	-1.9	6	-11	3	1	0.6
Cc1ccc(C(=O)NNC(=O)C2CCCN(c3ncccn3)C2)cc1 (stereo not drawn)	0.1	-5	-23	0.5	-1	-26	7	13	-1.9
COc1ccc(/C=N/NC(=O)c2ccn[nH]2)cc1CN1CCOCC1	2.0	4	-5	-0.1	·	0	3	11	-0.7
CCOC(=O)N1CCC(NC(=O)CCC(=O)N2CCOc3ccccc32)CC1	0.9	17	5	0.0	2	7	19	10	-1.1
COCCn1c(SCC(=O)Nc2ccc3c(c2)OCCO3)nnc1-c1c[nH]c2ccccc12	-1.6	-1	-9	-0.4	2	3	-12	-5	0.7

# Source: PubChem (several laboratories)

# Compounds as they come; about 6.5% have a hit in one of these screens.
